Screens (PubChem BioAssay)
RGS7-Gao = regulators of human RGS7-Galphao interaction; 220,000 tested, 0.35% active; binding response (% of control), % at 10 µM; P09471; Multiplexed bead flow cytometry, RGS7-Galphao binding; actives lie on both sides; in the data active = binding response below about 49% or above about 150%; inconclusive = no clear call, values can overlap the other calls; inactive = in between;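 also: fluorescent Galphao held in activated GDP-AlF4 state binding bead-coupled RGS7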
Target sequence (P09471 whole entry, looked up): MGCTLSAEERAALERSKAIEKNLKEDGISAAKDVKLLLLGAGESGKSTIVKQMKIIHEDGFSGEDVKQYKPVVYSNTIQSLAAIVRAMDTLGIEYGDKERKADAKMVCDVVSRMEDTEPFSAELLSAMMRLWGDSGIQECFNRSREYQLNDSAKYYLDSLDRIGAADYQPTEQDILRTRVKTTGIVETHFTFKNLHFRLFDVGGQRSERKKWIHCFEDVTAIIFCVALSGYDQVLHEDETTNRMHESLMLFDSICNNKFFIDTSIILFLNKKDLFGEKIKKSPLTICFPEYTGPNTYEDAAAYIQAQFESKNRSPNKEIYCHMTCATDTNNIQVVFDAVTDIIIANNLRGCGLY
RGS4-Gao reg = human RGS4-Galphao interaction regulation. Multiplexed bead flow cytometry, RGS4-Galphao binding; actives lie on both sides. binding response (% of control), % at 10 µM. 220,000 tested, 0.33% active. AID 1415; in the data active = binding response below about 49% or above about 150%; inactive = in between;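 also: fluorescent Galphao activated with aluminum fluoride binding bead-coupled RGS4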
RGS8-Gao reg = modulates binding of RGS8 to human Galphao | P09471 | AID 1423 | 220,000 tested, 0.34% active | multiplexed bead flow cytometry; actives lie on both sides | response (percent of control binding), % at 10 µM; in the data active = response below about 60% or above about 140%; inactive = in between;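 also: Galphao activated as the GDP aluminium fluoride complex binding bead-coupled RGS8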
Mcl1 Bid PPI = disrupts binding of human Mcl-1 to Bid peptide. TR-FRET Mcl-1/Bid-Dy647 peptide binding, 1536-well. inhibition, % at 21.7 µM. 220,000 tested, 0.97% active. AID 1021;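 active = compounds that cut the binding signal by more than half at the single screening dose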;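 also: His-tagged Mcl-1 with europium anti-His antibody binding Bid BH3 peptide; 0% = Mcl-1 plus peptide wells and 100% = peptide-only wells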
Target sequence (Q07820 whole entry, looked up): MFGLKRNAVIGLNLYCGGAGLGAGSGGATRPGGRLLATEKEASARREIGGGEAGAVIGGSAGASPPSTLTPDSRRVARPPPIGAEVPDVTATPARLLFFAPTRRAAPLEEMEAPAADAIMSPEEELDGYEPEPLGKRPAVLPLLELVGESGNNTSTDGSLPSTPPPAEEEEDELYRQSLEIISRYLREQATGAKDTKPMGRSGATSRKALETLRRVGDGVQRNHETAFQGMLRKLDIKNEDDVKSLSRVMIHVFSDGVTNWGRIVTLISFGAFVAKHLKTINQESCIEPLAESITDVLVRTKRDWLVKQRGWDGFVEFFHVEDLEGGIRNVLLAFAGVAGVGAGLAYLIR
* marks the source's active call; other numbers are inactive results; ? = inconclusive; . = no result given. This is a subset. The share of hits here may be higher or lower than overall.

Results follow in this order: RGS7-Gao, RGS4-Gao reg, RGS8-Gao reg, Mcl1 Bid PPI
(1) CCOC(=O)N1CCN(c2nc3ccc(C(=O)c4ccccc4)cc3n3cnnc23)CC1
 : ?, 91.9, 93.0, 2.2
(2) COC/C=C/C1=CC2=CC(=O)C(C)(OC(=O)c3cnc4ccccc4n3)C(=O)C2=CN1Cc1ccccc1 (stereo not given)
 : ?, 91.0, 94.5, -44.0
(3) CC#CC[N+](C)(C)CCCCCC
 : ?, 105.6, 102.0, -4.1
(4) COc1ccc(N/N=C(\C#N)C(=O)NCCc2ccc(OC)c(OC)c2)cc1
 : ?, 103.8, 105.0, -42.0
(5) CCC(=O)Nc1ccc(-n2nnnc2SCC(=O)NNC(=O)c2ccco2)cc1
 : ?, 97.5, 98.3, -92.2
(6) O=C(OCCOc1ccccc1)c1n[nH]c2ccccc12
 : ?, 105.4, 104.3, 0.8
(7) Cc1ccc(Oc2ncccc2N)c2c1CCC2
 : ?, 98.8, 101.2, -24.4
(8) COc1ccc(/C=C(\NC(=O)c2cccs2)C(=O)NCc2ccco2)cc1OC
 : ?, 68.3, 92.0, -30.0
(9) Cc1ccc(/C=C/C(=O)O)cc1S(=O)(=O)Nc1ccc(C(=O)O)cc1
 : ?, 89.2, 97.6, -15.4
(10) N#CC(C(N)=O)=C1CCCCC1
 : ?, 102.6, 100.0, -29.3
(11) CCOC(=O)NC1=NCC(C)S1 (stereo not given)
 : ?, 94.0, 96.8, 6.4
(12) Cc1ccc(S(C)(=O)=NC(=O)c2cc(C)on2)cc1 (stereo not given)
 : ?, 87.9, 97.2, 1.3
(13) COc1cc(OC)c2c(C)cc(=O)oc2c1C(CCN1CCOCC1)c1ccc2c(c1)OCO2 (stereo not given)
 : ?, 101.9, 101.7, -63.4
(14) COC(=O)c1cnc(Nc2ccc(Cl)cc2)c([N+](=O)[O-])c1
 : ?, 110.8, 106.2, -3.0
(15) Cc1ccccc1CNc1ccc(C(CC(N)=O)NC(=O)c2ccc(Br)cc2)cc1[N+](=O)[O-] (stereo not given)
 : ?, 103.0, 97.3, -7.1
(16) CC(C(=O)O)n1nnc2ccccc21 (stereo not given)
 : ?, 98.9, 105.2, -11.2
(17) COc1ccc(C[C@H]2CN3C(=NC[C@@H]3Cc3ccc(O)cc3)N2C[C@H](C)NC(=O)c2ccc(C)c(Br)c2)cc1
 : ?, 108.1, 109.4, -17.3
(18) NS(=O)(=O)c1ccc(N=Cc2c(O)n(-c3nccs3)c(=O)c3ccccc23)cc1
 : ?, 94.2, 96.0, -26.9
(19) Cc1ccc(C(=O)O/N=C(\N)c2ccccc2)c(Cl)c1
 : ?, 93.9, 98.3, -7.9
(20) Cc1oc2ccccc2c1CNC(=O)N(C)C
 : ?, 101.8, 101.2, -17.9
(21) O=[N+]([O-])c1ccc2c(c1)nc1n2CCSC1
 : ?, 105.3, 101.7, 4.8
(22) O=C(CCc1nc2ccccc2s1)NC1CCOC1=O (stereo not given)
 : ?, 98.9, 100.3, -1.3
(23) O=c1cc2oc3cc(O)c(O)cc3c(-c3ccccc3O)c-2cc1O
 : ?, 89.8, 87.4, 9.7
(24) Cc1onc(-c2c(F)cccc2Cl)c1C(=O)OCC(=O)c1c[nH]c2ccccc12
 : ?, 88.2, 93.8, -70.3
(25) CCOC(=O)N[C@H](Cc1c[nH]c2ccccc12)C(=O)NC1CC1
 : ?, 106.9, 100.8, -36.9
(26) C/C(=N\N1CCN(Cc2ccc(Cl)cc2)CC1)c1ccc([N+](=O)[O-])cc1
 : ?, 100.0, 99.3, -40.9
(27) COc1ccc(/C=C2\SC(=O)N(CC(=O)NCCC(C)C)C2=O)cc1OC
 : ?, 85.3, 92.3, -4.6
(28) O=C(CSc1nnnn1-c1ccc(Cl)c(C(=O)O)c1)NC(c1ccccc1)c1ccccc1
 : ?, 105.1, 98.8, 8.1
(29) CCCN(Cc1cc2cc(C)ccc2[nH]c1=O)C(=O)c1cccc([N+](=O)[O-])c1
 : ?, 89.1, 94.4, 0.5
(30) C=CCn1c(-c2cc(-c3ccccc3)sc2N)n[nH]c1=S
 : ?, 99.9, 104.1, -19.2
(31) C=C(C)CNC(=S)Nc1ccc(S(=O)(=O)Nc2cnc3ccccc3n2)cc1
 : ?, 123.3, 111.9, -76.0
(32) N/C(CSc1ccccn1)=N\OCc1c(Cl)cccc1Cl
 : ?, 103.0, 102.0, -7.3
(33) O=c1c(=O)n2c(nn1Cc1ccc(F)cc1)sc1ccccc12
 : ?, 102.0, 101.4, -18.1
(34) O=C(O)/C=C/c1ccccc1[N+](=O)[O-]
 : ?, 101.3, 99.9, 5.6
(35) COc1ccc(Cl)cc1CN1CCOCC1
 : ?, 103.5, 104.4, -15.5
(36) CCc1ccc(-c2nc(CS(=O)CC(=O)O)c(C)o2)cc1 (stereo not given)
 : ?, 100.1, 93.8, -34.4
(37) Cc1cc(C(=O)OCC(=O)NC(=O)c2cccn2C)c2ccccc2n1
 : ?, 51.7, 85.9, -11.1
(38) Fc1ccc(OCCn2cnc(Cl)c2Cl)cc1
 : ?, 96.0, 96.9, -8.6
(39) COCCN1C(=O)C(=O)/C(=C(/O)c2ccc(S(=O)(=O)N3CCOCC3)cc2)C1c1cccc(Cl)c1 (stereo not given)
 : ?, 78.7, 91.5, 66.4*
(40) CC1CCCCN1Cc1c(O)ccc2c(=O)c(-c3nc4ccccc4s3)coc12 (stereo not given)
 : ?, 99.3, 100.4, -6.2
(41) Cc1ccc(NC(=O)CSc2nnc(-c3ccccn3)n2N)cc1F
 : ?, 91.4, 98.6, -41.4
(42) COCCCNc1nc2ccccc2nc1NS(=O)(=O)c1ccc(C)cc1
 : ?, 95.1, 101.2, -0.4
(43) CC(C)(C)OC(=O)N1CCC(CNC(=O)c2ccc(F)cc2)CC1
 : ?, 101.3, 101.7, -10.9
(44) Cn1cccc1/C=N/N1CCN(Cc2ccc(Cl)cc2)CC1
 : ?, 98.9, 99.3, -120.1
(45) CC(=O)c1ccc(OCC(=O)NCC2(N3CCCCC3)CCCCC2)cc1
 : ?, 102.3, 102.1, -22.0
(46) Cc1ccc(N2CC(=O)Nc3c(sc4nc(C)cc(C)c34)C2=O)cc1
 : ?, 107.3, 100.8, -15.7
(47) CC(C)CCNC(=O)C(=O)NCc1ccccc1
 : ?, 83.0, 100.4, -8.2
(48) O=C(NCc1nc2ccccc2[nH]1)c1ccccc1F
 : ?, 100.0, 102.4, -21.3
(49) O=C(O)/C=C/c1ccc(S(=O)(=O)N2CCN(CCN3C(=O)C4C5C=CC(C5)C4C3=O)CC2)cc1 (stereo not given)
 : ?, 99.2, 100.0, -30.6
(50) O=S(=O)(Cc1noc(-c2ccccc2Cl)n1)c1ccccn1
 : ?, 100.7, 101.8, -15.2
(51) Cc1ccc(Nc2c(-c3ccc(C)o3)nc3ncccn23)cc1
 : ?, 104.3, 101.9, -106.3
(52) CCOC(=O)c1sc(NNC(=O)c2ccc(C)cc2)nc1C
 : ?, 101.1, 100.5, -27.5
(53) CC(C)N1CCC2(CC1)Oc1ccc(Br)cc1C1CC(c3cccnc3)=NN12 (stereo not given)
 : ?, 101.8, 103.2, 24.9
(54) Nc1nc(N)c2c(n1)CCCC2
 : ?, 99.0, 100.9, -36.0
(55) NS(=O)(=O)c1ccc(NC2(C(=O)O)CCCC2)cc1
 : ?, 103.5, 103.8, -3.7
(56) COc1ccc(CCNC(=O)C2CC(c3cc(C(F)(F)F)cc(C(F)(F)F)c3)=NO2)cc1 (stereo not given)
 : ?, 100.1, 103.1, -5.9
(57) Cc1nc(-c2ccc(S(=O)(=O)Nc3cccc(S(N)(=O)=O)c3)s2)cs1
 : ?, 106.8, 100.5, -0.8
(58) O=C(c1cnc2sccn2c1=O)N1CCN(c2ccccc2Cl)CC1
 : ?, 101.3, 98.9, -14.3
(59) C=CCn1c(N(C)C)nc2c1c(=O)[nH]c(=O)n2C
 : ?, 102.7, 100.1, -93.5
(60) O=C(Nc1nc(-c2ccccc2)cs1)c1ccco1
 : ?, 97.7, 98.7, 28.8

The list goes on:
Results follow in this order: RGS7-Gao, RGS4-Gao reg, RGS8-Gao reg, Mcl1 Bid PPI
(61) CCCOC(=O)c1ccc(Oc2cn[nH]c2-c2ccc(OCC(=O)NN)cc2O)cc1
 : ?, 99.1, 99.5, -4.6
(62) N#Cc1ccc(S(=O)(=O)N2CCCN(c3ccc(C(F)(F)F)cn3)CC2)cc1
 : ?, 100.1, 97.5, 2.1
(63) Cc1cc(NC(=O)c2cc([N+](=O)[O-])ccc2Cl)no1
 : ?, 102.3, 100.4, -5.0
(64) Cc1ccc(C(=O)NCC(=O)OC(C)C(=O)Nc2ccc(N3CCOCC3)cc2)s1 (stereo not given)
 : ?, 99.3, 103.9, -14.2
(65) Cc1ccc(S(=O)(=O)N2CCOCC2)cc1NC(=O)CNCc1ccccn1
 : ?, 99.7, 101.7, -44.1
(66) O=C(O)CCCCCN1C(=O)/C(=C\c2ccc(-c3ccc(Cl)cc3)o2)SC1=S
 : ?, 98.9, 100.5, 89.7*
(67) O=C(NNC1=Nc2cc([N+](=O)[O-])ccc2OC1)c1ccccc1Cl
 : ?, 96.6, 98.2, -55.9
(68) O=C(Nc1ccc(Br)cn1)c1coc(=O)c(Br)c1
 : ?, 96.3, 101.2, -12.6
(69) COc1ccc(C(=O)N/N=C(\C)CC(=O)Nc2cccc(C(F)(F)F)c2)cc1
 : ?, 148.9, 104.4, 13.5
(70) COc1ccccc1NC(=O)Nc1ccc(C(=O)N2CCCCC2)cc1
 : ?, 99.8, 102.1, -9.0
(71) c1ccc2c(c1)Oc1cccc3cccc-2c13
 : ?, 98.6, 100.1, 31.2
(72) CN1CCC(CNC(=O)Nc2csc3ccccc23)CC1
 : ?, 102.2, 103.4, -16.1
(73) O=C(COC(=O)c1ccco1)Nc1nc2ccc([N+](=O)[O-])cc2s1
 : ?, 103.5, 102.8, 0.1
(74) N#C/C(=C\c1ccccc1)C(=O)Nc1nncs1
 : ?, 99.4, 104.4, 5.0
(75) Cc1ccc(C(=O)C2=C(O)C(=O)N(c3ncccn3)C2c2ccc(F)cc2)o1 (stereo not given)
 : ?, 101.5, 91.5, -19.4
(76) OCC1(O)OC[C@@H](O)[C@H]1O (stereo not given in full)
 : ?, 107.1, 106.0, -10.2
(77) COc1ccc(CNC(=O)C2CCC(CNc3c(N4CCCCC4)c(=O)c3=O)CC2)cc1 (stereo not given)
 : ?, 20.3*, 24.4*, -32.9
(78) Cc1cc(C)nc(NS(=O)(=O)c2ccc(CC(C)C)cc2)c1
 : ?, 106.1, 103.5, -26.0
(79) O=C1c2cc(F)ccc2OC2(CCNCC2)C12CC(c1ccccc1)=NO2 (stereo not given)
 : ?, 97.3, 99.6, -46.0
(80) Cn1c(=NC(=O)c2ccccc2[N+](=O)[O-])sc2cccc(F)c21
 : ., 107.8, 106.2, 3.9
(81) CN1CCN(CC(=O)Nc2nc3c(s2)CCCC3)CC1
 : ?, 103.8, 104.0, -11.2
(82) Cc1cccc2cc3cccc(C)c3nc12
 : ?, 99.2, 101.8, 6.3
(83) CN(C)CCCNc1nc(-c2ccccc2)c2c(c1C#N)CC(C)(C)OC2
 : ?, 104.8, 105.8, 8.3
(84) OC(CNCCNc1ncccc1C(F)(F)F)Cn1ccc2ccccc21 (stereo not given)
 : ?, 141.4, 120.7, 45.5
(85) COC(=O)/C(C#N)=C/c1c(Oc2cc(C)cc(C)c2)nc2ccccn2c1=O
 : ?, 96.9, 101.2, -24.7
(86) CCC[N+](C)(C)C(C)C(OC(C)=O)c1ccccc1 (stereo not given)
 : ?, 99.3, 100.0, 2.3
(87) O=C(O)/C=C/C(=O)Nc1cc(F)ccc1F
 : ?, 78.9, 78.7, -22.5
(88) CCOC(=O)C1=C(c2ccccc2)NC(N)=NC1c1ccc(OCc2ccc(Cl)cc2)c(OC)c1 (stereo not given)
 : ?, 101.5, 100.0, 6.1
(89) Nc1nc(SCC(=O)N2CCCC2)[nH]c(=O)c1NC(=O)c1cccs1
 : ?, 104.0, 99.1, -32.8
(90) Nc1cc(-c2ccccc2)n2c(n1)nc1ccccc12
 : ?, 93.8, 95.7, -26.9
(91) Cc1cc(C)n(CCC(=O)N=Nc2c(O)[nH]c3ccc(Br)cc23)n1
 : ?, 80.8, 97.1, -7.6

Shown in transposed form: part of the list above.
[79] O=C1c2cc(F)ccc2OC2(CCNCC2)C12CC(c1ccccc1)=NO2 (stereo not given)
[80] Cn1c(=NC(=O)c2ccccc2[N+](=O)[O-])sc2cccc(F)c21
[75] Cc1ccc(C(=O)C2=C(O)C(=O)N(c3ncccn3)C2c2ccc(F)cc2)o1 (stereo not given)

assay / entry	79	80	75
RGS7-Gao	?	.	?
RGS4-Gao reg	97.3	107.8	101.5
RGS8-Gao reg	99.6	106.2	91.5
Mcl1 Bid PPI	-46.0	3.9	-19.4

Entries listed so far that bear a hit mark in Mcl1 Bid PPI.
Results follow in this order: RGS7-Gao, RGS4-Gao reg, RGS8-Gao reg, Mcl1 Bid PPI
(39) COCCN1C(=O)C(=O)/C(=C(/O)c2ccc(S(=O)(=O)N3CCOCC3)cc2)C1c1cccc(Cl)c1 (stereo not given)
 : ?, 78.7, 91.5, 66.4*
(66) O=C(O)CCCCCN1C(=O)/C(=C\c2ccc(-c3ccc(Cl)cc3)o2)SC1=S
 : ?, 98.9, 100.5, 89.7*
